High-throughput results as filed in PubChem BioAssay.
Vif inh – blocks HIV Vif function; AID 602346; HEK293T cells, Vif self-association by quenched fluorescence, imaging, 24 h; inhibition, % at 7.49 µM; 340,000 tested, 0.35% active; in the data active means inhibition above about 50%, passing the limit was not always enough; further: some results filed as inactive read as strong as hits
aDG glyco up – increases alpha dystroglycan glycosylation; AID 624168; activation, % at 10 µM; Pro5-aDG cells, alpha-DG glycosylation AlphaScreen (IIH6); 0% Pro5, 100% B10-LARGE cell signal; 360,000 tested, 0.22% active;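 active means activation of at least 8% versus controls, or a plate z-score of at least 8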;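 further: Pro5 are CHO cells carrying HIG-tagged alpha-DG that lacks glycosylation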
Peg3 promoter – Peg3 promoter activity inhibition; inhibition, % at 20 µM; 360,000 tested, 1.7% active; HeLa PEG-Prom luciferase reporter, luminescence, overnight; AID 588405;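 active means inhibition of at least 50% at 20 µM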
NR2E3 ag-1 – activates human NR2E3 receptor. Q9Y5X4. CHO-S Gal4-NCOR/VP16-NR2E3 two-hybrid, luciferase. inhibition of corepressor binding, % at 3.98 µM. 360,000 tested, 0.35% active. AID 602229;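 active means inhibition above the mean of all tested compounds plus 3 SD, cut at about 70% in these data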;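 further: 0% = DMSO with NR2E3 transfected cells and 100% = cells lacking NR2E3 construct; higher means lower luciferase signal from less NR2E3 corepressor binding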
Target sequence (Q9Y5X4 whole entry, looked up, the tested form may be a part): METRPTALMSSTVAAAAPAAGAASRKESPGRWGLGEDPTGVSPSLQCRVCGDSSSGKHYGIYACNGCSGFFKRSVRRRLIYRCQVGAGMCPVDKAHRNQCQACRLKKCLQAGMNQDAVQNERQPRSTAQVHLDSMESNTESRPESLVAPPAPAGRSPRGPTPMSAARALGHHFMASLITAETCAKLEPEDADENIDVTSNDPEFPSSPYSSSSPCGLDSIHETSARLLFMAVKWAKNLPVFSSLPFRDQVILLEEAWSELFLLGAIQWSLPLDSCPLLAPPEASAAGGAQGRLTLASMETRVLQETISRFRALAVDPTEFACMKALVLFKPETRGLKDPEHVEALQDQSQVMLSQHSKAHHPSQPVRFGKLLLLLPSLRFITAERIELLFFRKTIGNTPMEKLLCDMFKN
HIF-2a block – HIF-2a inhibition; 786-0 RCC cells HIF-2a reporter, luciferase luminescence, overnight; inhibition, % at 18.8 µM; 360,000 tested, 0.72% active; AID 624352;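 active means inhibition of the luminescence signal of 40% or more relative to plate controls, in a single-dose primary screen at 18.75 µM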
CaV13 FRET inh – Disruptors of the CACNA1D IQ motif to Ca2+-dependent inactivation inhibitor domain association, primary screening, Förster resonance energy transfer in intact living …. HEK cells, CFP/YFP FRET ICDI-IQ, plate reader, 10 min; percent FRET-ratio fall versus neutral wells. inhibition, % at 12.3 µM. 340,000 tested, 0.098% active. AID 743397;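 active means mean replicate inhibition of at least 30% and at least 1% of replicates passing that level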;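 further: 0% = median of the neutral control wells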
Exocytosis inh – blocks lytic granule exocytosis; inhibition, % at 10 µM; 360,000 tested, 0.66% active; TALL-104 LAMP-1 surface exposure, flow cytometry; cells stimulated with thapsigargin and PMA;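 active means inhibition above about 55%, limit read from the data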
iPSC survival up – increases survival of single human iPS cells | hiPSC single-cell survival, ATPlite luminescence; 100% = ROCK inhibitor wells, 0% = DMSO | survival enhancement, % at 20 µM | 360,000 tested, 0.044% active | AID 602274; in the data active means survival enhancement above about 18%;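 further: cells exposed to compounds for 16 hours before the ATP read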
TRPM1 prom inh – MITF TRPM1 promoter inhibition in SK-MEL-5 cells; SK-MEL-5 TRPM1 promoter luciferase, 24 h; inhibition, % at 12.5 µM; 330,000 tested, 0.83% active;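 active means mean inhibition across replicates of 60% or more, whatever share of single replicates reaches that level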; further: values of inactives mirror those of a sister screen read the other way
NR2E3 ag-2 – NR2E3 (human) agonism. inhibition of corepressor binding, % at 4.78 µM. 320,000 tested, 0.12% active. AID 2300. GST-NR2E3/biotin-RetCOR TR-FRET, 1536-well;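 active means percent inhibition above the cutoff of mean plus 3 SD of all tested compounds, set per screening campaign, cut at about 20% in these data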;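 further: 0% = DMSO wells and 100% = biotin wells as full block of FRET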
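Material – GST-tagged NR2E3 plus biotinylated RetCOR corepressor · Quantity – NR2E3 fusion 1.35 nM · Times – 5 h incubation at 4 °C · Medium – pH 7.5 Tris-based buffer · Technique – TR-FRET, Eu(K)-anti-GST donor, streptavidin-D2 acceptor, ex 340, em 617/671 nm · Benchmarks – high control biotin, low control 0.6% DMSO · Format – 1536-well plates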
PDI turbidity – blocks human protein disulfide isomerase activity. P07237. PDI insulin aggregation turbidity, A650, 90 min. inhibition, % at 10 µM. 350,000 tested, 0.052% active. AID 588391;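 active means mean inhibition across replicates of 30% or more, whatever share of single replicates reach that level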;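 further: absorbance from insulin aggregation driven by PDI reduction with DTT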
Target sequence (P07237 whole entry, looked up): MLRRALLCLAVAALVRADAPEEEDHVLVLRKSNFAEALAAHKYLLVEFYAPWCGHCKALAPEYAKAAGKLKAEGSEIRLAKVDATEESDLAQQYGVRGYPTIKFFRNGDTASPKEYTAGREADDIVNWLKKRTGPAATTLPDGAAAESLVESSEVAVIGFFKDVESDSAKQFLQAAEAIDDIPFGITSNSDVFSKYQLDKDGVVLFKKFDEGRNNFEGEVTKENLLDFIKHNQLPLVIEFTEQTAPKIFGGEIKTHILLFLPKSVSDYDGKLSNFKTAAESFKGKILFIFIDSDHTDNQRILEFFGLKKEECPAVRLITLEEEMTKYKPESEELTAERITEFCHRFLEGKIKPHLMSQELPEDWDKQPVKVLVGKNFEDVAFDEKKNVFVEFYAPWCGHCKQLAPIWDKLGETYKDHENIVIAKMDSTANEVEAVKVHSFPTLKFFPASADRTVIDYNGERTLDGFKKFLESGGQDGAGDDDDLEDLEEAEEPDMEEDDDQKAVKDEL
* hit, by the source's call; . = not tested or not shown.

SMILES	Vif inh	aDG glyco up	Peg3 promoter	NR2E3 ag-1	HIF-2a block	CaV13 FRET inh	Exocytosis inh	iPSC survival up	TRPM1 prom inh	NR2E3 ag-2	PDI turbidity
COc1ccc(NC(=O)/C=C/c2ccc(S(=O)(=O)N3CCOCC3)cc2)cc1	-1	-0.1	-6	-25	-5	-6	-5	-0.4	-2	0	6
COC(=O)C1=C(N)OC2=C(C(=O)CCC2)C1c1ccccc1OC (configuration not stated)	-9	0.0	17	-12	15	-4	0	-0.6	13	4	-1
CCSc1ncc(/C=N/Nc2ccccc2)n1C	8	0.3	-263	-7	-225	-6	2	-1.4	-37	1	-2
C=CCC1(CC=C)CCCN1C(=O)c1ccc2oc(CCCC)nc2c1	-10	0.8	-228	-50	-179	-5	1	3.7	.	.	-4
[N-]=[N+]=NC(c1ccccc1)c1nc2ccccc2[nH]c1=O (configuration not stated)	4	0.5	16	41	-11	-4	-14	1.9	7	-2	-7
COc1cccc(Nc2nc3cc(C)ccc3cc2C)c1	7	-0.3	-7	-28	1	-22	20	1.6	.	.	0
COc1ccc(C(=O)CC(=O)C(=O)Nc2ccc(C)c(C)c2)cc1	-1	-0.1	5	-21	-2	-4	4	-0.1	7	-4	-17
C=CCN(CC=C)C(=S)Nc1ccc(OC)c(OC)c1	-1	-0.5	-15	24	-3	-3	-5	-0.1	8	2	-3
CC(=O)O/N=C1\C(=O)N(Cc2ccc(C)cc2)c2ccccc21	-7	0.6	21	2	22	-6	0	-1.8	-3	.	1
CC(C(=O)NC1CCCC1)N(Cc1ccc2c(c1)OCO2)C(=O)c1snc(C(N)=O)c1N (configuration not stated)	20	-0.2	6	9	22	-5	-7	-0.4	16	3	-5
O=C(CNC(=O)c1cccs1)c1ccc(F)cc1	0	-0.1	-95	-119	-71	-5	-3	-1.2	-6	2	1
O=C1NC(Cc2ccccc2)c2nc3ccccc3c(=O)n2-c2cc3ccccc3cc21 (configuration not stated)	3	-0.3	37	-62	21	-6	-3	-2.8	.	.	-2
O=C(c1ccc2[nH]c3c(c2c1)CCCC3)N1CCN(c2ccc(F)cc2)CC1	-8	0.3	-1	5	17	-6	-2	-0.9	3	-2	1
COCc1c(C(=O)OCc2nc(N)nc(Nc3ccccc3C)n2)oc2ccccc12	.	0.3	11	-10	1	-4	4	-2.4	-11	-1	0
C/C(=N/NC(=O)C(O)(c1ccccc1)c1ccccc1)c1ccc([N+](=O)[O-])o1	.	8.2*	2	-18	0	-7	3	4.7	65*	5	-7
COC(=O)[C@H](C)NC(=O)COc1ccccc1	3	-0.4	8	-9	11	-7	0	0.6	-1	0	2
C=CCSc1nnc(-c2ccc(Cl)cc2Cl)o1	-3	0.1	-283	-81	-314	-5	-2	-2.6	-59	2	-4
O=C(COc1ccccc1F)NC1CC1	4	0.1	-8	28	-12	-10	-1	-2.8	0	0	-1
CCc1nnc(NC(=O)C2=CCN(S(=O)(=O)c3ccccc3)CC2)s1	-4	0.0	-3	-36	-22	-16	1	1.6	-7	-3	-7
COc1ccc(C)cc1NC(=O)Cn1cnnn1	3	-0.1	5	7	10	5	4	-0.2	2	-1	-1
N=c1c(-c2nc3ccccc3[nH]2)cc(C(=O)c2ccco2)nn1-c1ccccc1	-9	0.1	29	2	-9	-5	5	-0.9	15	3	-8
CC(NCc1ccc(-c2ccccc2)cc1)C(O)c1ccccc1 (configuration not stated)	0	0.6	74*	-54	-8	-3	4	-0.1	12	-1	1
CS(=O)(=O)N1CC(C(=O)NN)Oc2ccc(Cl)cc21 (configuration not stated)	9	-0.2	17	-49	13	-9	-1	0.9	-4	-1	-2
CC(C)=CCCC1(C)C=Cc2c(c(C)cc3c2[nH]c2cc(O)ccc23)O1 (configuration not stated)	1	0.4	-73	-21	-53	.	-1	-1.0	2	1	.
Cc1ccc(-c2noc(CCC(=O)Nc3cccc(C(=O)NC4CC4)c3)n2)cc1	4	0.0	-2	-27	-18	-5	-8	-0.1	.	.	-4
CCOc1ccc(N(CC(=O)NC2CCCCC2)S(=O)(=O)c2ccccc2)cc1	-4	0.1	18	-9	13	-4	-11	-0.7	-9	-2	-13
O=C(CCc1nc2ccccc2c(=O)[nH]1)N1CCN(S(=O)(=O)c2cccc(F)c2)CC1	-4	-0.2	0	21	3	.	33	-0.3	-11	0	-1
Cc1cc(C)n(C(C)CNS(=O)(=O)c2ccccc2)n1 (configuration not stated)	9	0.3	4	-9	7	-3	-1	-0.1	3	0	-2
C/C(N)=C(/C#N)C(=O)COC(=O)CNC(=O)c1ccc(Cl)cc1Cl	6	-0.1	-8	-42	8	2	1	-0.6	-12	2	6
O=C(NCc1cccs1)c1noc2c1CCCC2	-5	0.2	-54	-68	-78	-4	-2	-0.4	-28	0	0
COCCn1ccc2c(OCC(=O)Nc3cc(OC)ccc3OC)cccc2c1=O	-11	-0.4	52*	10	9	-5	-1	-0.1	9	2	-1
C[C@@H]1CN([C@@H](C)CO)C(=O)c2cc(Br)cnc2O[C@H]1CN(C)Cc1ccccc1C(=O)O	2	-0.3	-6	-15	3	-4	1	2.7	.	.	-6
Cc1ccc(NC(=O)COC(=O)c2ccc(S(=O)(=O)N3CCCC3)cc2)cc1	-2	0.8	8	8	-1	-6	1	-0.2	1	.	-7
COC(=O)CSc1nnc(CNc2ccc(Cl)cc2)n1-c1ccccc1	4	-0.1	-2	1	15	-4	0	-3.0	3	-1	-1
Cc1noc(C)c1NC(=O)N(C)C[C@H]1Oc2ccc(NC(=O)C3CC3)cc2C(=O)N([C@H](C)CO)C[C@@H]1C	-18	-0.1	-9	-9	11	-7	-1	-0.3	-3	.	2
CC(C)(C)[C@H]1COC(=O)CC/C=C\C[C@H](CC(=O)N(CCO)Cc2ccccc2)C(=O)N1	-3	0.1	-3	17	6	-3	2	-0.6	6	.	-4
Nc1cnccc1Oc1cccc(C(F)(F)F)c1	-2	0.2	13	-17	19	-4	-6	-0.5	0	3	5
Cc1ccccc1-c1nc(SCc2ccccn2)c2c(=O)n(C)c(=O)n(C)c2n1	-1	0.0	12	-17	19	-2	-3	0.2	0	-2	7
COc1ccc(NC(=O)C2=Cc3ccccc3OC2)cc1	-4	0.5	-140	-40	-86	-5	0	-2.3	-12	-1	7
CC(NC(=O)c1ccc(Cl)cc1)c1nnc(SCC(=O)NC2=NCCS2)n1C (configuration not stated)	-15	-0.1	10	-14	-3	-7	-1	-0.6	4	3	-4

3 entries picked at random from those above:
SMILES	Vif inh	aDG glyco up	Peg3 promoter	NR2E3 ag-1	HIF-2a block	CaV13 FRET inh	Exocytosis inh	iPSC survival up	TRPM1 prom inh	NR2E3 ag-2	PDI turbidity
Cc1ccc(NC(=O)COC(=O)c2ccc(S(=O)(=O)N3CCCC3)cc2)cc1	-2	0.8	8	8	-1	-6	1	-0.2	1	.	-7
C[C@@H]1CN([C@@H](C)CO)C(=O)c2cc(Br)cnc2O[C@H]1CN(C)Cc1ccccc1C(=O)O	2	-0.3	-6	-15	3	-4	1	2.7	.	.	-6
COC(=O)CSc1nnc(CNc2ccc(Cl)cc2)n1-c1ccccc1	4	-0.1	-2	1	15	-4	0	-3.0	3	-1	-1

(next part)
SMILES	Vif inh	aDG glyco up	Peg3 promoter	NR2E3 ag-1	HIF-2a block	CaV13 FRET inh	Exocytosis inh	iPSC survival up	TRPM1 prom inh	NR2E3 ag-2	PDI turbidity
NCCCC[C@H](NC(=O)C1CCNCC1)c1nnc([C@@H](N)CO)o1	2	-0.2	-1	-15	6	-4	-4	-1.9	-4	4	-3
CC1Cc2ccccc2N1C(=O)CNc1ccccc1N1CCCCC1 (configuration not stated)	-6	-0.2	10	-36	15	-2	0	-0.2	7	4	-2
Cc1ccc(OCCN2C(=O)c3ccccc3C2=O)c([N+](=O)[O-])c1	0	-0.1	-60	-54	-109	2	-3	3.3	14	1	6
Cc1cc(C(=O)CSc2nc(N)cc(N)n2)c(C)n1-c1cccc(C(F)(F)F)c1	-5	1.2	10	-6	9	-5	-4	-1.1	11	3	-4
Cc1ccc(CCc2nnc(SCC(=O)Nc3ccccc3Cl)n2-c2ccccc2)o1	3	0.0	11	-16	9	-2	21	3.2	0	-1	5
Cc1ccc(C)c(NC(=O)c2ccc(N(C)S(C)(=O)=O)cc2)c1	-3	-0.1	-26	-12	-21	.	0	0.7	-4	4	0
COc1cccc(OC)c1C(=O)NNC(=O)c1ccc(F)cc1	3	0.5	11	11	6	-7	-4	-0.4	0	-3	0
CCOC(=O)c1cnn(-c2ccccc2)c1NC(=O)c1ccccc1	-3	0.2	15	-17	6	-9	-2	-0.2	1	5	-1
NS(=O)(=O)c1ccc2c(c1)C(=NO)c1cc(S(N)(=O)=O)ccc1-2	-5	0.0	6	-14	22	-20	-8	0.1	12	0	2
CSc1nnc2c(=O)[nH]c(=O)n(C)c2n1	-20	-0.1	12	14	9	-7	0	2.8	13	.	-7
Cn1nccc1C(=O)N1CCN(c2ccccc2Cl)CC1	-3	-0.6	2	13	11	.	-2	-0.1	-2	1	9
Cc1ccc(CN=c2c([N+](=O)[O-])nn(-c3cccc(Cl)c3)n2O)cc1	-4	-0.1	-55	-3	-77	-5	-2	-0.3	5	-6	-4
Cc1nnc(NC(=O)CSc2nccn2Cc2ccc(F)cc2)s1	-2	0.1	6	5	10	-6	-3	-0.1	7	4	8
O=C(CSc1nnc(-c2ccoc2)o1)N1CCOCC1	-1	0.0	-1	-28	-20	-4	-7	3.7	-1	1	1
C#CCN(C(=O)C1CCC(=O)N(CCc2cccc(F)c2)C1)C1CCCCC1 (configuration not stated)	-7	0.5	-297	-86	-187	-6	-4	1.6	.	.	6
COc1ccc(S(=O)(=O)N2CCOCC2)cc1NC(=O)CSc1ccc(F)cc1	5	-0.1	-7	-3	4	-6	-2	1.5	4	0	0
O=C(CNC(=O)c1ccccc1C(=O)O)c1ccccc1	-1	-0.2	-70	-20	-121	-4	3	-1.1	-24	-3	1
N#Cc1ccc(C(=O)NC2CCCc3ccccc32)cc1 (configuration not stated)	-2	1.2	-1	-22	0	-5	0	0.6	13	3	1
COC(=O)c1sc(NC(=O)CSc2nncs2)c(C(=O)OC)c1C	-12	-0.1	9	-26	2	-4	-3	9.1	-5	0	-8
Cc1cc(=O)[nH]c(SCC(=O)c2c(N)n(C)c(=O)n(C)c2=O)n1	3	-0.4	2	10	10	-2	1	0.1	5	2	-8
Cc1cc(O)c(-c2cc(O)c(C)cc2O)cc1O	2	-0.1	70*	9	16	-3	102*	-0.4	25	-5	-9
O=C(O)C1CC(=O)N(CCc2ccc(F)cc2)C1 (configuration not stated)	-7	0.0	3	-13	8	-5	3	-0.3	-8	-1	3
CC(=O)Nc1ccccc1C(=O)C(=O)Nc1ccc(C(=O)N2CCOCC2)cc1	-3	-0.3	-5	-38	-5	-3	-3	-0.8	7	0	-3
Cc1nc2ccccc2nc1-c1ccc([N+](=O)[O-])cc1	-7	0.1	-41	-56	-53	-9	-2	1.1	-4	.	9
CCCCNC(=S)NNC(=O)c1ccoc1C	.	-0.3	-12	-21	-35	-7	0	-0.8	0	0	-1

Rows are unselected (roughly 3.5% active in at least one column).
